# DRD3 agonist: qHTS of D3 Dopamine Receptor Agonist: qHTS; D(3) dopamine receptor (Homo sapiens), P35462; D3R DiscoveRx beta-arrestin cells, luminescence, 90 min; max activation, %; 410,000 compounds, 0.58% hits; in the data active = max activation above about 30%; note: 0% is about no effect; mostly tested at two doses, the higher about 12 µM
# Target sequence (P35462 whole entry, looked up): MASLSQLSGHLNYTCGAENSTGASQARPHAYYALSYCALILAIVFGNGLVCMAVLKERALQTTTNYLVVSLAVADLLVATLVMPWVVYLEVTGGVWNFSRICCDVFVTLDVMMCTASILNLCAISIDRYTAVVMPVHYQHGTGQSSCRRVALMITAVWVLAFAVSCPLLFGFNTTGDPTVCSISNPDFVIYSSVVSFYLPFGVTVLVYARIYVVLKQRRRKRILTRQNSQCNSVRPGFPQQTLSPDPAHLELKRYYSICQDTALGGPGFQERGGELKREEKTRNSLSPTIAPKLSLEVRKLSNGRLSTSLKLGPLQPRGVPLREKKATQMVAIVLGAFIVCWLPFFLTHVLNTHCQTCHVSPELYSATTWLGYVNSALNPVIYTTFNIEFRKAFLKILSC
#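 Agonist mode: compounds and dopamine controls were applied to plated cells for 90 min at 37 degrees C after an overnight attachment at 1500 cells/well. Luminescent read-out followed 30 - 60 minutes at room temperature with DiscoveRx detection reagent.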
# EPAC2 antagonist: qHTS for Antagonist of cAMP-regulated guanine nucleotide exchange factor 2 (EPAC2): primary screen | Rap guanine nucleotide exchange factor 4 (Homo sapiens), Q8WZA2 | EPAC2 GEF exchange of Rap1B-BODIPY-GDP, fluorescence | Potency, µM (series often up to 114 µM), without a hit: top-dose activity, negative = inhibition, hits mostly inhibitors | 360,000 compounds, 0.18% hits | AID 720708, 2013; note: potency is the fitted concentration of half-maximal effect; % is set by controls: 0 for no effect and ±100 for the full control effect; nearly all actives have a fitted effect of over 45% in size; many of its hits are not listed in these tables
# DRD3 antagonist: qHTS of D3 Dopamine Receptor Antagonist: qHTS; 360,000 compounds, 2.5% hits; D(3) dopamine receptor (Homo sapiens), P35462; max response, negative = inhibition, %; D3R cells, DiscoveRx beta-arrestin luminescence, antagonist mode; hits give low values; AID 652054, 2013; in the data active = max response below about -50%; inconclusive = no clear call, values can overlap the other calls; note: % is set by controls: 0 for no effect and ±100 for the full control effect; mostly tested at two doses, the higher about 12 µM
#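 Cells expressing the human receptor were seeded at 1500 cells/well, incubated overnight at 37 degrees C in 5% CO2, then exposed to library compounds with dopamine controls for 90 minutes at 37 degrees C before luminescent detection.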
# CCT modulator: High-Throughput Screening for Modulators of Cytosolic Chaperonin Activity; purified chaperonin ATPase assay, HTRF ADP detection, 30 min; activity change, % (concentration not given with the values), hits read low; 360,000 compounds, 0.3% hits; AID 651819, 2012; in the data active = activity change below about -30%; note: % is set by controls: 0 for no effect and ±100 for the full control effect
#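 First, chaperonin was dispensed at 40 nM or 20 nM final depending on batch activity. Next, compounds were pinned at 76 uM and ATP added at 10 uM. After 30 min at 37 °C, ADP detection reagents ran 30 min at ambient temperature.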
# PTHR1 ag: qHTS for PTHR1 Agonists: Primary Screen; HEK293 GP2 PTHR1 cells, GloSensor cAMP luminescence, 1 h; Potency, µM (top dose mostly 115 µM), inactives show top-dose activation, most hits filed as activators; 410,000 compounds, 0.075% hits; AID 743266, 2014; note: potency is the fitted concentration of half-maximal effect; nearly all actives have a fitted effect of over 55% in size; some results filed as inactive show a strong effect at the top dose; inactives centre near -15; many of its hits are not listed in these tables
# Target sequence (Q03431 whole entry, looked up): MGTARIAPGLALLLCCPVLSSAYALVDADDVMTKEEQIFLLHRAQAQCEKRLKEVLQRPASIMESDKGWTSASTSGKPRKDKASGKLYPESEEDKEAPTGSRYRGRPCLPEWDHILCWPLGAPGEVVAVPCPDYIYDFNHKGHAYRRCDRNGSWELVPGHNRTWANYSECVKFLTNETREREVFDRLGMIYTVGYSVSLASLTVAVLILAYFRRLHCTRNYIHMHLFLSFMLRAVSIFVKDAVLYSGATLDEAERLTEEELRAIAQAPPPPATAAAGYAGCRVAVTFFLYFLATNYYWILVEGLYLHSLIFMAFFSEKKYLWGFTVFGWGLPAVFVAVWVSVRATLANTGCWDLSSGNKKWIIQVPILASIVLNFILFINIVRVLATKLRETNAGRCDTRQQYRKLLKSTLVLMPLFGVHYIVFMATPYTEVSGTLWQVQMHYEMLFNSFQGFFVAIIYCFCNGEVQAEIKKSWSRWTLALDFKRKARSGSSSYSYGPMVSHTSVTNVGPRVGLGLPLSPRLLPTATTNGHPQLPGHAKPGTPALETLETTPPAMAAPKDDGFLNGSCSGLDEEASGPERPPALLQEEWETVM
#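 HEK-293-derived GP2 cells expressing PTHR1 and a GloSensor cAMP reporter, 3,000/well, plated overnight, given luciferin plus IBMX (each 0.5 mM as added) for 1 h at 37 °C, then compound for 1 h at 37 °C. Luminescence was read after 15 min at room temperature.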
# Akt phos inh: HTS Assay for Inhibitors of Akt Phophorylation: Primary Screen; Neuro2A IGF-stimulated pAkt S473 HTRF, 20 min; hits give low values; activity change, % for hits at 50 µM; 360,000 compounds, 0.32% hits; in the data active = activity change below about -80%; inconclusive = mostly about -51% to -80%; note: % is set by controls: 0 for no effect and ±100 for the full control effect
#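 Single-point screen (50 µM final compound) in Neuro2A cells stimulated 20 min with 6 nM IGF at 37 deg C. After lysis, Ser473-phosphorylated Akt read by HTRF (ex 330 nm, em 615/665 nm) as the 665/615 ratio.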
# Mm-Cpn inhibitor: Inhibitors of TCP-1 ring complex (TRiC) of Methanococcus maripaludis (MmCpn): qHTS; Chaperonin Mm-Cpn (Methanococcus maripaludis); purified Mm-Cpn ATPase, ADP Transcreener TR-FRET; Potency, µM (top dose mostly 76.9 µM), for inactives: at the top dose activity, negative = inhibition, most hits filed as inhibitors; 330,000 compounds, 0.031% hits; AID 504842, 2011; note: potency is the fitted concentration of half-maximal effect; % is set by controls: 0 for no effect and ±100 for the full control effect; nearly all actives have a fitted effect of over 80% in size
#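 Purified archaeal chaperonin (25 nM final) was preincubated with compound for 10 min at 37°C, then ATP (10 uM final) was added for 30 min at 37°C in Tris pH 7.4/KCl/MgCl2/DTT buffer. ADP was quantified by HTRF Transcreener TR-FRET.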
# EPAC2 agonist: qHTS for Agonist of cAMP-regulated guanine nucleotide exchange factor 4 (EPAC2): primary screen; 360,000 compounds, 0.079% hits; EPAC2 activation, biochemical qHTS; response scale: 100% = 6.5 mM cAMP response; Potency, µM (highest dose often 154 µM), for the others: at the top dose activation, actives largely listed as activators; note: potency is the fitted concentration of half-maximal effect; nearly all actives have a fitted effect of over 50% in size
#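 In this primary screen, activation is scored as increased exchange of BODIPY-GDP from Rap1B by 100 nM EPAC2, with 50 uM GDP as competitor. Signal is normalized to the 6.5 mM cAMP agonist control.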
# The depositor's hits bear a star; i = inactive; ? = inconclusive; nt = no result given; [ ] = dose if it differs, or a comment. Unless noted, calls come from the whole dose curve; as a rule, active = well fitted curve in the direction sought with a large enough effect; inconclusive = small, poorly fitted or top-dose-only effect, or another doubt; inactive = no such curve, though single readings can be large; an effect the other way counts as inactive or inconclusive. Not all compounds are listed, so the mix of outcomes need not match the whole.
canonical_smiles	DRD3 agonist	EPAC2 antagonist	DRD3 antagonist	CCT modulator	PTHR1 ag	Akt phos inh	Mm-Cpn inhibitor	EPAC2 agonist
Cc1cccc(C)c1NC(=S)NC(=O)CCc1ccccc1	6	-25%	-7	2.3	i	nt	2%	22%
CNC(=O)C1CN(C(=O)c2cccc(S(=O)(=O)N3c4ccccc4CC3C)c2)c2ccccc2O1 (stereo not given)	0	8%	-9	0.7	-7%	i	0%	10%
CC(=O)c1ccccc1OCCOCCOc1ccccc1C(C)=O	8	-5%	6	-1.7	-34%[inhibitor]	i	0%	1%
CC(C)C[C@@]12C(=O)N(c3cccc(F)c3)C(=O)N1[C@H](c1ccc(F)cc1)[C@@H]1C(=O)N(C3CCCCC3)C(=O)[C@@H]12	-10	18%	-16	-0.1	i	i	1%	-2%
Cc1ccc(NC(=O)Cc2nnc(SCC(=O)c3ccc(Br)cc3)n2C)cc1	11	5%	21	0.6	-10%	i	-4%	-11%
COc1ccccc1C(C)Nc1ccc(S(=O)(=O)N2CCN(C)CC2)cc1[N+](=O)[O-] (stereo not given)	1	-11%	-4	1.0	0%	i	1%	15%
O=C(NCc1cccnc1)C(=O)Nc1ccc2c(c1)OCO2	2	2%	4	0.2	i	i	0%	1%
O=C(Nc1csnn1)OCc1ccccc1	-9	-2%	-10	-4.1	-22%	i	nt	6%
O=C1Nc2ccccc2-c2nnnn2C1N1CCCCC1 (stereo not given)	-8	-9%	-10	nt	-15%	i	nt	4%
CCOC(=O)c1sc(NC(=O)CSc2nc(C)cc(C)n2)c(C#N)c1C	2	21%	7	0.3	i	i	-1%	-1%
COc1ccc(C(=O)CSc2nnc(-c3ccccc3)o2)cc1	2	12%	16	-3.8	i	nt	-2%	?
CCOC(=O)C1CCN(C(=O)COC(=O)CCOc2ccc(C)cc2)CC1	-3	5%	0	-0.5	-1%[57.5 µM]	i	1%	7%
CCN(CC)CCN(C(=O)c1ccc2c(c1)OCCO2)c1nc2cc3c(cc2s1)OCO3	-7	-17%	-14	-2.7	0%	i	0%	14%
COc1ccccc1NC(=O)C1=C(C)NC2=C(C(=O)CC(c3ccc(OC)c(OC)c3)C2)C1c1coc2ccccc2c1=O (stereo not given)	3	23%	9	-2.4	i	i	-10%	-4%
CC(=O)Nc1ccc(/C=N/N2C(C)CCCC2C)cc1 (stereo not given)	-10	0%	5	-0.3	i	i	0%	5%
CCSc1nc2ccccc2n1Cc1nc(N)nc(N(C)C)n1	10	13%	0	1.2	-6%[57.5 µM]	i	1%	6%
O=C(CCn1c(=O)sc2ccccc21)Nc1nccs1	1	1%	9	1.4	-16%	i	-3%	7%
Cc1ccc(C2CCN(C(=O)Nc3ccccc3)C2)cc1 (stereo not given)	3	-2%	-8	-4.1	-14%[57.5 µM]	i	-4%	6%
CCN(CC)C1CCN(C(=O)CCc2nnc(CCc3ccccc3)o2)C1 (stereo not given)	4	4%	3	1.0	-3%	i	0%	12%
CC1CCC(NC(=O)COC(=O)C2CC3CCCC(C2)C3=O)CC1 (stereo not given)	-2	17%	5	-1.1	i	i	0%	7%
C1=C(c2ccc(-c3ccccc3)cc2)Nc2ncnn2C1c1ccco1 (stereo not given)	24	116%[activator]	28	-0.4	-14%	i	-3%	100µM*
O=C(NCC1CCCO1)c1cccc(Br)c1 (stereo not given)	0	4%	6	-1.0	i	i	1%	7%
O=C(Cc1n[nH]c(=O)[nH]c1=O)N/N=C/CCc1ccccc1	-3	5%	1	-0.4	i	i	1%	9%
CCn1c(CSc2ncccn2)nnc1SCC(=O)N1CCCCC1	3	4%	-3	-4.8	-93%[inhibitor]	i	-3%	2%
Cc1nn(C)c(C)c1NC(=O)CC12CC3CC(CC(C3)C1)C2	1	4%	-13	-0.2	-4%	i	-4%	9%
COc1ccc(NCc2ccccc2[N+](=O)[O-])cc1OC	-2	5%	4	-1.6	-22%	i	0%	5%
Cn1nc([N+](=O)[O-])c(C(C#N)c2nc3ccccc3n2C)c(Cl)c1=O (stereo not given)	-4	-6%	-13	-0.4	-27%	i	-4%	-10%
Cc1cccc(NC(=O)c2ccc([N+](=O)[O-])o2)c1	-13	2%	?	-0.2	-10%	i	-11%	12%
CCOc1ccc(NC(=O)CCNC(=O)C2CCN(S(=O)(=O)c3ccccc3)CC2)cc1	1	-6%	-14	-3.3	i	i	1%	6%
Nc1nnc(CSc2ccc(Cl)cc2)s1	-2	-3%	-15	1.0	-21%[57.5 µM]	i	2%	5%
CCCCn1ccnc1C(=O)c1ccc(S(=O)(=O)N2CCCC2)cc1	-4	-11%	-17	0.0	i	i	-1%	10%
Cc1cc(SCC(=O)NN=C2CCN(C(C)C)CC2)c(C)cc1Br	-6	6%	-19	-4.0	-9%	i	0%	2%
CO[C@@H]1CN(C)C(=O)c2cc(NS(=O)(=O)c3ccc(C)cc3)ccc2OC[C@H](C)N(Cc2nccs2)C[C@H]1C	4	0%	7	nt	0%	i	nt	-1%
Cc1ccccc1N/C(SCc1ccc(Cl)cc1)=C(/C#N)C(N)=O	-28	-5%	7	2.8	i	i	1%	16%
O=C(Nc1ccccc1Cl)Nn1cnnc1	-20	5%	12	-1.6	i	i	3%	6%
CC1(C(=O)Nc2cccc(Oc3ccccc3)c2)Cc2c(-c3ccc4c(c3)OCO4)ccnc2O1 (stereo not given)	-8	7%	9	0.4	21%	i	nt	8%
CCOC(OCC)c1ccc(/C=C\c2nccc(N)n2)cc1	-1	-18%	12	-0.1	-3%	i	-1%	-3%
O=C(O)c1ccccc1NC(c1ccccc1)c1ccc2cccnc2c1O (stereo not given)	-2	-14%	-95*	-1.8	i	i	nt	-1%
COc1ccc(-c2cc(C(=O)O)c3ccccc3n2)c(OC)c1	-10	3%	-10	-1.2	-16%	i	-2%	5%
Cc1ccc(C2(C)NC(=O)N(CC(=O)NC3CCCCC3)C2=O)cc1 (stereo not given)	-2	24%	12	0.0	i	i	0%	-3%
CC(=O)Nc1cccc(OCC(=O)NC(C)c2ccc3ccccc3c2)c1 (stereo not given)	5	-3%	-6	1.2	-9%	i	0%	12%
COc1ccc(CCNC(=O)c2ccncc2)cc1OC	0	13%	5	-25	i	i	-1%	24%
Cc1c(Cc2ccccc2)c(=O)oc2c(C)c(OCC(=O)NCC3CCC(C(=O)O)CC3)ccc12 (stereo not given)	-19	32%[activator]	-7	1.4	-28%	i	0%	4%
CCOC(=O)CC(=O)CSc1nnc2c(n1)[nH]c1ccccc12	-5	4%	21	-1.9	-28%	i	-12%	2%
COc1ccc(CN2C(=O)/C(=C/c3ccncc3)SC2=S)cc1	-3	-12%	-18	-1.5	-17%	i	0%	1%
COc1ccc(Cl)cc1S(=O)(=O)NC(C)C(=O)NCc1ccncc1 (stereo not given)	1	-5%	-16	-66*	i	i	0%	6%
COC(=O)[C@@H]1C[C@@]2(O)[C@@H](O)[C@@H](O)[C@@H](O)C[C@H]2N1CC1CCCCC1	3	28%	0	-1.4	i	i	-7%	6%
Cc1ccccc1NC(=O)C1Cc2ccccc2C(=O)O1 (stereo not given)	2	13%	0	-2.5	-10%[57.5 µM]	i	-1%	3%
CCCNS(=O)(=O)c1ccc(N2CCCC2=O)c([N+](=O)[O-])c1	-5	5%	-15	-0.1	i	i	2%	-4%
Cc1cccc(Nc2nnc(SCC(=O)NC3CCCc4ccccc43)s2)c1C (stereo not given)	2	-3%	-2	-0.1	-33%[inhibitor]	i	-4%	-2%
CC1=C(C(=O)OCc2ccc3c(c2)OCO3)C(c2ccc(F)cc2)NC(=O)N1 (stereo not given)	25	-10%	-26	-0.3	i	i	-1%	14%
COc1cc2[nH]c(=O)n(Cc3ccccc3Cl)c(=O)c2cc1OC	-2	-3%	-19	-4.8	-19%	i	-1%	-2%
Cc1c(C(=O)NC(C(C)C)C(C)C)cccc1[N+](=O)[O-]	-3	-2%	-9	-1.4	i	i	-1%	5%
COCc1c(C(=O)NCC2COc3ccccc3O2)oc2ccccc12 (stereo not given)	0	0%	7	-0.2	-2%	i	1%	17%
COc1cccc(/C=N/NC(=O)Cn2ccnc2C)c1	1	4%	1	-2.7	i	i	0%	-4%
CCCCn1c(N)c(N(CCOC)C(=O)C2CCN(S(=O)(=O)c3ccc(F)cc3)CC2)c(=O)[nH]c1=O	-18	-3%	-15	-2.2	i	i	1%	4%
CCNC(=S)NNC(=O)CSc1nc2ccccc2[nH]1	-9	-2%	?	-2.5	-18%	i	-2%	-1%
CC(CCc1ccccc1)NC(=O)COC(=O)c1ccccc1O (stereo not given)	2	0%	13	-0.2	i	i	-2%	0%
CC1=C(C(=O)N2CCOCC2)CC(CC(=O)NCCc2ccccn2)C(=O)N1Cc1ccc(C(C)(C)C)cc1 (stereo not given)	-3	6%	-8	1.2	-16%	i	nt	-2%

# In the list so far, these have bromine:
canonical_smiles	DRD3 agonist	EPAC2 antagonist	DRD3 antagonist	CCT modulator	PTHR1 ag	Akt phos inh	Mm-Cpn inhibitor	EPAC2 agonist
Cc1ccc(NC(=O)Cc2nnc(SCC(=O)c3ccc(Br)cc3)n2C)cc1	11	5%	21	0.6	-10%	i	-4%	-11%
O=C(NCC1CCCO1)c1cccc(Br)c1 (stereo not given)	0	4%	6	-1.0	i	i	1%	7%
Cc1cc(SCC(=O)NN=C2CCN(C(C)C)CC2)c(C)cc1Br	-6	6%	-19	-4.0	-9%	i	0%	2%

# Screening data: PubChem, National Center for Advancing Translational Sciences (NCATS)
